Bioassay records: PubChem, several laboratories
HSF-1 act = increases HSF-1 driven luciferase reporter signal | activation, % at 9 µM | AID 504408 | NIH3T3-HGL HSF-1 luciferase reporter, MG132, 8 h; 100% = twice DMSO control signal | 300,000 tested, 1.7% active;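 active means mean replicate activation of at least 50% with a set share of replicates each reaching 50%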;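 further: 0% = median of the neutral control wells and 100% = twice that signal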
GSK3B inh = blocks human GSK3beta kinase activity | P49841 | GST-GSK3beta kinase, ADP-Glo luminescence, 60 min; hits give low values | activity score (negative = inhibition), % at 10 µM | 300,000 tested, 0.038% active | AID 2097;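 active means more than half of replicate wells score below -50%, meaning over 50% inhibition versus plate controls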;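 further: 0% = median DMSO wells and -100% = median GW8510 positive control wells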
Target sequence (P49841 whole entry, looked up): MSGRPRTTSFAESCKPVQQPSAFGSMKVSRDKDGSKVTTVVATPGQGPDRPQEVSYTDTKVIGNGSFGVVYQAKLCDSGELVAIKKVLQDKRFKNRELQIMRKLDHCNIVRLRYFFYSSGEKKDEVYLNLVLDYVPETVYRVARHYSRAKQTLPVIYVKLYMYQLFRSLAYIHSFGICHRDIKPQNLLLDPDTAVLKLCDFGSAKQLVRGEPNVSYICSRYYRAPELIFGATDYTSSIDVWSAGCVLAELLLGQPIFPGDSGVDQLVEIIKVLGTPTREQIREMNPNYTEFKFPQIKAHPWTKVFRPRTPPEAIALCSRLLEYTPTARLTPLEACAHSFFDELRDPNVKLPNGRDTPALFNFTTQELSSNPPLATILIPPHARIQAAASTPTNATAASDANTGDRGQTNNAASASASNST
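Test system – GST-tagged human GSK3beta kinase, cell-free · Incubation – 60 min enzyme reaction, room temperature · Signal – ADP-Glo luminescence · Also added – peptide substrate and ATP at 25 µM · Controls – DMSO neutral wells and GW8510 at 20 µM as positive · Buffer or medium – Tris/MgCl2 kinase buffer · Measure – Luminescence-derived activity versus plate DMSO and GW8510 wells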
GSK3A inh = human GSK-3 alpha kinase inhibition; ADP-Glo luminescence, 60 min; 320,000 tested, 0.1% active; inhibition, % at 10 µM; P49840;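 in the data active means inhibition above about 50%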;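 further: GST-tagged GSK-3 alpha with peptide substrate and 25 µM ATP; 0% = DMSO neutral wells and 100% = GW8510 positive control wells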
Target sequence (P49840 whole entry, looked up): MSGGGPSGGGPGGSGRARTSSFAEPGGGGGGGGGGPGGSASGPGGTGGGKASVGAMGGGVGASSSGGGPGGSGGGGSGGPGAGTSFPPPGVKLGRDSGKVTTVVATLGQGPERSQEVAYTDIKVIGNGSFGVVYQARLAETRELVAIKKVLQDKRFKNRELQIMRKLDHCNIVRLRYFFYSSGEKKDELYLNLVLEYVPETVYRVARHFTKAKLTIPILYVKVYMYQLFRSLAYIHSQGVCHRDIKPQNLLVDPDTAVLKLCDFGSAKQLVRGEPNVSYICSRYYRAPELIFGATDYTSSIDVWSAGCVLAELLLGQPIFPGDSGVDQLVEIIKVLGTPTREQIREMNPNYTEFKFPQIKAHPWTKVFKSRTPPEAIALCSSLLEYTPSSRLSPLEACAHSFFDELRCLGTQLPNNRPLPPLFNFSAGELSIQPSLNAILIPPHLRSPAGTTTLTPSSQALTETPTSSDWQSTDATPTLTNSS
IEC-6 cytotox = counter-screen for KLF5 inhibitors: cytotoxicity in IEC-6 cells; IEC-6 cytotoxicity, luminescence viability; inhibition, % at 5 µM; 290,000 tested, 0.78% active; AID 1825; in the data active means inhibition above about 22%;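 further: 0% = plate median of test compound wells and 100% = cytotoxic reference compound wells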
PolyA inh = inhibitors of polyadenylation in S. cerevisiae; S. cerevisiae SKY197-pL101 polyadenylation reporter, beta-gal luminescence; efflux-impaired pdr1/pdr3 knockout yeast; score 100 = 6 SD above DMSO; 300,000 tested, 0.02% active; calls only at 12 µM;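 active means lowest replicate activity score at least 50, where 100 means six control SD above control mean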;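 further: yeast exposed to compound for 9 h at 30 °C; higher score means more reporter readthrough which indicates perturbed polyadenylation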
HSP90 refold inh = blocks HSP90-mediated luciferase refolding in reticulocyte lysate; Rabbit reticulocyte lysate, luciferase refolding luminescence, 3 h; inhibition, % at 5.6 µM; 290,000 tested, 0.91% active;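 active means inhibition above the screen-wide mean plus 3 SD, computed separately per campaign, cut at about 16% in these data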;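 further: 0% = DMSO wells and 100% = 60 µM geldanamycin wells; inhibitors lower the luminescence because luciferase stays unfolded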
AI-2 QS modul = modulators of Vibrio harveyi AI-2 quorum sensing system. Vibrio harveyi JMH597 AI-2 luminescence/OD600 ratio, 9 h; hits give low values; strain lacks LuxN and CqsS sensors; 0 = neutral-control median. activity change, % at 7.5 µM. 300,000 tested, 0.4% active. AID 2094; in the data active means activity change below about -75%, passing the limit was not always enough;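 further: luminescence divided by OD600 gain over 9 h not by final OD600 alone; inactives centre near 13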
KLF5 inh = kruppel-like factor 5 inhibition | DLD-1 KLF5 promoter-luciferase reporter, luminescence | 290,000 tested, 0.23% active | inhibition, % at 5 µM | AID 1700;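 active means inhibition above a per-plate limit of that plate's mean compound inhibition plus 3 SD, cut at about 60% in these data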;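 further: 0% = DMSO wells and 100% = LY294002 at 200 µM; higher means less KLF5 promoter-driven luciferase light; inactives centre near -14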
HSF1 inhib = HSF1 inhibition; 300,000 tested, 0.77% active; AID 2098; NIH3T3-HGL HSE-luciferase, MG132-induced, luminescence 8 h; hits give low values; activity change, negative = inhibition, % at 7.5 µM (by protocol);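 active means more than half of replicate wells show activity change below -50%, luminescence cut by over half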;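 further: luciferase reports HSF-1 transcriptional activity via heat shock element; 0% = median of DMSO wells and -100% = zero luminescence signal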
aSyn 5UTR inh = 5' untranslated region of α-synuclein, MLPCN primary screen; alpha-synuclein 5'UTR reporter, inhibitor activity; inhibition, % (tested at 7.5 µM); 300,000 tested, 0.82% active; in the data active means inhibition above about 60%;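 further: H4 neuroglioblastoma cells stably carrying SNCA 5'UTR luciferase fusion; 0% = DMSO wells and 100% = positive control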
Active calls of the source: *; i = inactive; . = no result given. Not all compounds are listed; count on the stated rates, not on these rows.

SMILES | HSF-1 act | GSK3B inh | GSK3A inh | IEC-6 cytotox | PolyA inh | HSP90 refold inh | AI-2 QS modul | KLF5 inh | HSF1 inhib | aSyn 5UTR inh
O=C(O)C(=O)Nc1ccc(NC(=O)C(c2ccccc2)c2ccccc2)cc1 | -65.7 | 2.9 | -5.7 | 0.3 | i | -0.2 | 13.3 | -38.8 | -55.0* | 8.5
CCOC(=O)C(NCCc1ccccc1)(NC(C)=O)C(F)(F)F (centres undefined) | -0.4 | 4.5 | -0.8 | -7.9 | i | -10.0 | 9.3 | -11.7 | 5.3 | -31.4
O=C(NC1CC(=O)N(c2ccccc2)C1)C(=O)c1c[nH]c2ccccc12 (centres undefined) | 14.1 | 2.7 | 2.2 | . | i | . | -6.7 | . | -7.4 | 1.2
CCOc1ccc(Cl)cc1CNCCNCC(C)O (centres undefined) | 0.5 | -0.1 | -2.2 | 2.2 | i | 0.3 | 24.9 | -16.4 | -2.4 | 16.7
Cc1ccc(-c2nn(-c3ccccc3)cc2/C=N/NC(=O)CSc2nnc(C)n2-c2ccccc2)cc1 | 47.0 | 0.2 | . | -6.9 | i | 2.0 | -0.4 | -51.4 | 33.1 | -124.5
O=C(Cn1cnnn1)NCc1ccccc1 | -14.7 | 0.1 | -3.6 | 2.0 | i | -2.5 | 14.7 | -8.8 | -3.5 | 1.7
CC(=O)N1CC=CC1(C)C(=O)O (centres undefined) | -14.1 | -1.6 | -3.2 | -2.3 | . | 1.3 | 32.3 | 1.5 | -4.4 | 12.7
CCCCNC(=O)Nc1nnc(-c2ccccc2)o1 | -1.4 | 3.5 | 0.2 | 3.9 | i | 2.5 | 22.4 | -31.7 | 3.4 | -15.0
Cc1ccc(N(CC(=O)O)S(C)(=O)=O)cc1Cl | -4.5 | 2.4 | -17.9 | -1.7 | i | 2.0 | 12.2 | -15.6 | 1.4 | 3.7
COc1cccc2cc(C(=O)NCc3ccc(C)cc3)c(=O)oc12 | 5.6 | -0.7 | -6.0 | -5.9 | i | 0.6 | 6.3 | -25.2 | -2.3 | -5.5
CC(C)c1ccc(OCC(=O)Nc2ccccc2C(=O)N2CCOCC2)cc1 | 0.5 | -0.2 | -2.3 | -7.7 | i | -4.0 | 19.0 | 1.0 | -6.0 | 6.3
CC(=O)Oc1ccc(-c2cccc(C(=O)NCC(=O)O)c2)cc1 | 42.7 | -0.5 | 1.7 | 8.1 | i | 0.2 | 10.1 | 8.7 | 4.0 | -1.2
CCCCN1CC(=O)N2[C@H](c3ccc(OC)cc3)[C@@H]3C(=O)N(CC)C(=O)[C@@H]3[C@]2(C)C1=O | -7.0 | -3.8 | -2.3 | 3.8 | i | 0.5 | 5.5 | 17.1 | 2.0 | 17.6
Cc1cccc(NC(=O)CSc2nc(COc3ccccc3)nc3ccccc23)c1C | 44.5 | 2.1 | -0.9 | -1.4 | i | -2.3 | 17.0 | -5.5 | 13.8 | -5.1
O=C(N1CCN=C1SCc1cccnc1)C12CC3CC(CC(C3)C1)C2 | -14.3 | 0.1 | 2.3 | -1.5 | . | -2.3 | 1.6 | -2.3 | -8.2 | 13.4
CCSc1nnc(NC(=O)C2Cc3ccccc3CN2C(=O)c2ccco2)s1 (centres undefined) | -8.6 | -1.3 | 3.4 | -0.7 | i | -1.0 | 62.3 | 2.9 | 10.5 | 4.0
CCOC(=O)c1c(C)[nH]c(C(=O)COC(=O)C2=NNC(=O)CC2)c1C | -82.7 | -1.5 | 0.3 | 4.2 | i | -1.4 | 14.2 | -45.5 | -78.1* | 14.0
CCC(Sc1nccn1C)C(=O)Nc1cccc2ccccc12 (centres undefined) | 6.6 | 0.0 | -2.2 | 6.7 | i | -0.8 | 25.6 | 0.9 | 2.6 | -8.0
N=c1c2c3c(sc2ncn1CCN1CCOCC1)CCCC3 | 8.9 | 3.5 | 1.8 | 8.4 | i | 0.2 | 11.4 | -21.1 | -1.8 | 6.2
CCN(CC)CCN(C(=O)c1ccc2c(c1)OCCO2)c1nc2ccc(C)cc2s1 | 10.1 | 4.4 | -1.6 | -0.9 | i | -1.4 | 11.5 | -18.0 | 4.9 | -44.8
CCOC(=O)CC(NC(=O)c1cc2cccc(OC)c2oc1=O)c1ccc(OC)cc1 (centres undefined) | 32.2 | 3.0 | -1.9 | 3.8 | i | 4.3 | 9.9 | -78.9 | 11.4 | -69.7
Cc1ccc(NC(=O)Cn2c(=O)oc3ccccc32)cc1C | 5.3 | -0.7 | -2.1 | 2.9 | i | -0.7 | -6.5 | -62.9 | 1.4 | -32.5
COc1ccc(S(=O)(=O)Nc2cccc(-n3cnnn3)c2)cc1OC | -3.7 | 1.2 | 10.8 | 1.1 | i | 5.9 | 12.1 | -1.3 | 8.6 | -14.6
COc1ccc(Cn2c(C3CC3)nc3ccc(NC(=O)C4CC4)cc3c2=O)cc1 | 70.1* | 4.2 | -1.3 | -3.8 | i | -1.7 | 23.6 | -92.4 | 48.8 | -280.3
O=CN1CC(=O)N(c2ccccc2)c2c([nH]c3ccccc23)C1 | 0.4 | 1.8 | -0.1 | -4.8 | i | 0.7 | 13.7 | -8.8 | 3.6 | 16.7
Nc1c(Cl)ncnc1NCCc1ccc(O)cc1 | 3.6 | -0.3 | 2.5 | 5.7 | i | -0.3 | -16.6 | -20.1 | 1.9 | -17.0
Cc1ccc(-c2nnc(SCC(=O)N/N=C/c3ccccc3C(=O)O)n2C2CCCCC2)cc1 | 0.3 | -1.0 | -3.9 | -15.0 | i | -7.2 | 6.3 | -0.4 | 0.0 | -3.6
CCCCCCCCc1nc(SC(C)C(=O)O)n[nH]1 (centres undefined) | 6.5 | -0.2 | 19.0 | 0.3 | i | -1.6 | 20.0 | -7.4 | -12.0 | 15.3
c1ccc(CSc2nnc(NC3=NCCCCC3)s2)cc1 | 48.7 | -0.1 | -1.2 | 3.6 | i | 2.0 | -5.8 | -132.8 | 26.5 | -88.8
COc1ccc(NC(=O)Nc2ccc(Br)cn2)cc1 | 47.9 | 2.1 | -0.7 | 3.3 | i | -1.9 | 17.0 | -12.1 | 11.2 | -146.1
Cc1ccc(C)c(N2CCN(S(=O)(=O)c3ccc4c(c3)C(C)(C)C(=O)N4C)CC2)c1 | 2.2 | 2.7 | -39.2 | 1.0 | i | -4.2 | -2.1 | 6.6 | -1.0 | 4.0
CC(=O)NS(=O)(=O)c1ccc(NC(=O)COc2cccc3c2OC(C)(C)C3)cc1 | -3.3 | 2.5 | -3.7 | . | i | . | 8.4 | . | -2.6 | 6.3
Cc1ccccc1OCCC(=O)Nc1ccc2c(C)cc(=O)oc2c1 | -5.8 | -0.5 | -5.2 | 8.6 | i | -0.4 | 18.0 | -21.8 | -8.4 | -64.3
Cc1csc(NC(=O)C(Cc2ccccc2)n2cccc2)n1 (centres undefined) | 1.8 | 3.2 | 0.1 | -3.4 | i | 0.8 | 15.6 | -23.5 | -14.0 | -34.5
CCCC(=O)N(CCN1CCOCC1)c1nc2c(OC)ccc(OC)c2s1 | 0.9 | 0.6 | -1.7 | 3.2 | i | 0.9 | 15.6 | -6.7 | -4.7 | -17.2
CCN(CC)c1cc(C)c2ccccc2n1 | 17.6 | 1.0 | -1.9 | -1.1 | i | 5.5 | 25.9 | -13.7 | 0.3 | -0.4
OCC(CO)(CO)n1cnnn1 | -12.1 | -2.3 | 0.0 | -3.3 | i | -2.8 | -11.5 | 5.5 | -3.6 | -9.6
CCCCOc1cccc(OCC(=O)Nc2nc3ccccc3[nH]2)c1 | 17.8 | 1.0 | -1.7 | 1.2 | i | -1.0 | -5.0 | -33.0 | 0.1 | 14.1
CCOC(=O)C1CCCN(C(=O)c2ccc(CS(=O)(=O)Cc3ccccc3C)o2)C1 (centres undefined) | 12.9 | 0.8 | -1.9 | 0.9 | i | -1.9 | -5.4 | -39.9 | -0.4 | 6.2
CSc1nc(C(=O)N2CCCC(C(=O)c3ccc(Cl)cc3)C2)cs1 (centres undefined) | 1.9 | 3.4 | -2.4 | -0.7 | i | 2.1 | 17.1 | -23.3 | -1.7 | -2.7
CC(=O)c1cccc(NC(=O)CN2C(=O)COc3ccc(Cl)cc32)c1 | -0.7 | 0.0 | -0.1 | -2.2 | i | -0.6 | 13.7 | -7.2 | 10.2 | 3.3
O=C(CSC1=NCCS1)N1CCOCC1 | 1.7 | -1.5 | 0.3 | 3.1 | i | -1.2 | 28.4 | -10.8 | 6.7 | -26.3
Cc1ccc(C)c(S(=O)(=O)N2CCN(C(=O)c3ccnn3C)CC2)c1 | -20.1 | -4.1 | -4.9 | 5.7 | i | 5.4 | -11.5 | -18.1 | -8.2 | 11.0
CC1CCCC(NC(=O)CCS(=O)(=O)c2cc3c(cc2Cl)NC(=O)CO3)C1C (centres undefined) | -5.3 | 3.9 | 5.8 | -1.9 | i | 2.1 | 7.9 | -28.7 | -3.3 | 18.4
C=CCc1ccc(OCCOCCOc2cccc3ccc(C)nc23)c(OC)c1 | -4.0 | -0.1 | -2.1 | -3.1 | i | -0.1 | 17.9 | -11.5 | 2.8 | 12.3
COc1ccc(Cc2nc3ccccc3[nH]2)cc1OC | -0.7 | 3.8 | -1.8 | -3.8 | i | -2.1 | -14.8 | -1.0 | 4.3 | 7.9
COc1ccc(-c2nnc3sc(COc4ccc(C)cc4)nn23)cc1 | 10.3 | -0.1 | 0.1 | -2.0 | i | -2.1 | 3.8 | 21.0 | -0.9 | 13.9
CCOc1cccc2sc(N(CCN(C)C)C(=O)c3ccc4ccccc4c3)nc12 | 4.1 | -2.4 | 1.8 | -9.8 | i | 0.7 | 5.1 | -15.9 | 6.7 | -13.4
O=C(CN1CCCC1=O)NC1CCCc2c1cnn2-c1cc(F)cc(F)c1 (centres undefined) | 27.3 | -1.1 | -1.0 | 0.6 | i | -0.6 | 10.4 | -26.6 | 4.8 | -39.3
Cc1onc(-c2c(Cl)cccc2Cl)c1C(=O)Nc1nc(C(C)(C)C)cs1 | 12.8 | -1.9 | -3.9 | 6.6 | i | 3.7 | 10.1 | 14.8 | -2.5 | 79.6*
CCN1C(=O)/C(=C\N2CCN(c3cccc(Cl)c3)CC2)SC1=S | 11.9 | -1.9 | 2.8 | 2.8 | i | 1.2 | 10.5 | -10.0 | -6.2 | 37.4
CC(Oc1ccccc1F)C(=O)NNC(=O)C1CC(=O)N(c2ccc3c(c2)OCCO3)C1 (centres undefined) | -2.0 | 1.8 | -0.8 | . | i | . | 12.0 | . | -10.5 | 2.6
COCCN1C(=O)C(=O)/C(=C(/O)c2ccc(S(=O)(=O)N3CCOCC3)cc2)C1c1cccc(Cl)c1 (centres undefined) | -5.1 | 0.3 | -6.6 | 1.8 | i | 4.3 | 10.7 | -9.8 | 3.9 | 19.2
Cc1nc2nc(SCC(=O)NCc3ccco3)nn2c(C)c1Cc1ccccc1 | 8.6 | -0.1 | -1.3 | -1.3 | i | 5.2 | 24.7 | -51.6 | 6.4 | -11.6
